Source: PubChem
HDAC3 inhib – HDAC3 deacetylase inhibitors, primary screen, biochemical, fluorescence, cell-free homogeneous | Histone deacetylase 3 (Homo sapiens), O15379 | recombinant HDAC3, fluorogenic peptide/trypsin coupled | inhibition, % at 8.3 µM | 320,000 tested, 0.15% active | AID 2718, 2010; in the data active = inhibition above about 26%, passing the limit was not always enough; inconclusive = no clear call, values can overlap the other calls
Target sequence (O15379 whole entry, looked up): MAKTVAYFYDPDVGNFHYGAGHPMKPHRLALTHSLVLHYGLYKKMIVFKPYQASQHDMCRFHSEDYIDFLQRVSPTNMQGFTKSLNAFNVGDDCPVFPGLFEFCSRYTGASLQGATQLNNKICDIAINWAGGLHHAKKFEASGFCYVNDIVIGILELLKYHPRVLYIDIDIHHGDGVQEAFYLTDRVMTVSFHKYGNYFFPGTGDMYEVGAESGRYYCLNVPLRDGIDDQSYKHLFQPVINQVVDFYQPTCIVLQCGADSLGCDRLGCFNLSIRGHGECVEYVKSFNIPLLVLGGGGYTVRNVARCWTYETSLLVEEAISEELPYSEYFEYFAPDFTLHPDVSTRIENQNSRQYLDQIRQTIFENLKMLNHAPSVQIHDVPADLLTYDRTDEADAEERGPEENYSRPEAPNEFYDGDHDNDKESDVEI
DYRK1A inh – rat Dyrk1A kinase inhibitors, primary screen, biochemical, single point, plate reader; Dual specificity tyrosine-phosphorylation-regulated kinase 1A (Rattus norvegicus), Q63470; inhibition, % at 12.5 µM; 310,000 tested, 0.43% active; AID 504441, 2011; ADP-Glo luminescence, NFATc1 peptide; in the data active = inhibition above about 50%;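 note: plate controls were vehicle with enzyme for no effect and no enzyme for full effect; many of its hits are not listed in these tables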
GSK3 alpha inh – blockers of GSK3A enzyme activity – biochemical, luminescence, cell-free homogeneous, HTS, primary screen; GSK-3 alpha kinase, ADP-Glo luminescence, 60 min; inhibition, % at 10 µM; 320,000 tested, 0.1% active;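 in the data active = inhibition above about 50%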;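 note: GST-tagged GSK-3 alpha with peptide substrate and 25 µM ATP; 0% = DMSO neutral wells and 100% = GW8510 positive control wells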
PolyA inh – polyadenylation inhibitors in yeast reporter cells, primary screen, luminescence, S. cerevisiae. S. cerevisiae SKY197-pL101 polyadenylation reporter, beta-gal luminescence; efflux-impaired pdr1/pdr3 knockout yeast; score 100 = 6 SD above DMSO. calls only at 12 µM. 300,000 tested, 0.02% active. AID 1875, 2009;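 active = lowest replicate activity score at least 50, where 100 means six control SD above control mean; inconclusive = lowest score under 50 but half or more replicates reach 50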;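 note: yeast exposed to compound for 9 h at 30 °C; higher score means more reporter readthrough which indicates perturbed polyadenylation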
AI-2 QS modul – Vibrio harveyi AI-2 quorum sensing modulators, primary screen, JMH597 strain, luminescence/OD600 ratio | Vibrio harveyi JMH597 AI-2 luminescence/OD600 ratio, 9 h; hits give low values; strain lacks LuxN and CqsS sensors; 0 = neutral-control median | activity change, % at 7.5 µM | 300,000 tested, 0.4% active | AID 2094, 2009; in the data active = activity change below about -75%, passing the limit was not always enough; inconclusive = no clear call, values can overlap the other calls;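 note: luminescence divided by OD600 gain over 9 h not by final OD600 alone; inactives centre near 13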
HSF1 activator – HSF-1 activators, primary screen, NIH3T3-HGL cells, MG132 stress, luminescence, single point; NIH3T3-HGL HSF-1 luciferase reporter, 8 h; 100% = twice DMSO control signal; activation, % at 9 µM; 300,000 tested, 1.7% active;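 active = mean replicate activation of at least 50% with a set share of replicates each reaching 50%; inconclusive = only one of those two conditions met; inactive = mean below 50% and too few replicates reaching it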;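 note: 0% = median of the neutral control wells and 100% = twice that signal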
Platelet DG rel – inhibitors of platelet dense granule secretion, primary screen, cell-based, MLPCN, human platelets; human platelet-rich plasma, SFLLRN dense granule ATP release, luminescence; inhibition, %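 (compounds screened at 7.5 µM in platelet-rich plasma)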; 300,000 tested, 0.22% active;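 active = mean replicate score, as percent of positive control, at or above 50; inconclusive = mean below 50 but at least one replicate at or above 50; inactive = mean and every replicate below 50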
HSP90 inh – HSP90 inhibitors, primary screen, cell lysate, luminescence; Rabbit reticulocyte lysate, luciferase refolding luminescence, 3 h; inhibition, % at 5.6 µM; 290,000 tested, 0.91% active; AID 1789, 2009;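 active = inhibition above the screen-wide mean plus 3 SD, computed separately per campaign, cut at about 16% in these data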;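 note: 0% = DMSO wells and 100% = 60 µM geldanamycin wells; inhibitors lower the luminescence because luciferase stays unfolded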
HSF1 inh – HSF1 inhibitors in luciferase reporter cells, primary screen, cell-based, NIH3T3, luminescence | AID 2098, 2009 | activity change, negative = inhibition, % at 7.5 µM (by protocol) | NIH3T3-HGL HSE-luciferase, MG132-induced, luminescence 8 h; hits give low values | 300,000 tested, 0.77% active;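 active = more than half of replicate wells show activity change below -50%, luminescence cut by over half; inconclusive = some wells, but at most half, below -50%; inactive = no replicate well below -50%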;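 note: luciferase reports HSF-1 transcriptional activity via heat shock element; 0% = median of DMSO wells and -100% = zero luminescence signal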
GSK3B inh – human GSK3beta kinase inhibitors, primary screen, biochemical, cell-free homogeneous, HTS | GST-GSK3beta kinase, ADP-Glo luminescence, 60 min; hits give low values | activity score (negative = inhibition), % at 10 µM | 300,000 tested, 0.038% active;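 active = more than half of replicate wells score below -50%, meaning over 50% inhibition versus plate controls; inconclusive = some replicates but at most half score below -50%; inactive = no replicate scores below -50%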;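 note: 0% = median DMSO wells and -100% = median GW8510 positive control wells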
Target sequence (P49841 whole entry, looked up): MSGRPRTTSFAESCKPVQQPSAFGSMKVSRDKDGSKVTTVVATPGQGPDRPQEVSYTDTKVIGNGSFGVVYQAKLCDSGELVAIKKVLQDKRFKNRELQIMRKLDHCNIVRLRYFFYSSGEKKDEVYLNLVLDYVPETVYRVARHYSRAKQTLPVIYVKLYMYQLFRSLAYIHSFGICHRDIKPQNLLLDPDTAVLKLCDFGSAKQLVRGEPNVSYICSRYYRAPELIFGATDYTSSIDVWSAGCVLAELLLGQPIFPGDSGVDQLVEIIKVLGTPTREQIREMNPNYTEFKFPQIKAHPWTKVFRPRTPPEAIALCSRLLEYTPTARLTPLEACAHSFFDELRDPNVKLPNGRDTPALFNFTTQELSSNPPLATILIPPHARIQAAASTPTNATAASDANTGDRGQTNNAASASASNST
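Test system – GST-tagged human GSK3beta kinase, cell-free · Incubation – 60 min enzyme reaction, room temperature · Signal – ADP-Glo luminescence · Also added – peptide substrate and ATP at 25 µM · Controls – DMSO neutral wells and GW8510 at 20 µM as positive · Buffer or medium – Tris/MgCl2 kinase buffer · Measure – Luminescence-derived activity versus plate DMSO and GW8510 wells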
Starred values were filed as active, the others as inactive; i = inactive; ? = inconclusive; . = not tested or not shown.

cpd | compound | HDAC3 inhib | DYRK1A inh | GSK3 alpha inh | PolyA inh | AI-2 QS modul | HSF1 activator | Platelet DG rel | HSP90 inh | HSF1 inh | GSK3B inh
1 | COc1ccc(C2SCC(=O)N2c2c(C)n(C)n(-c3ccccc3)c2=O)cc1 (centres undefined) | 7 | 6 | 0 | i | 11 | 44 | -24 | 1 | 21 | 5
2 | CCNC(=O)COC(=O)c1cc(-c2ccco2)nc2ccccc12 | -2 | 23 | 1 | i | 17 | 5 | 2 | -6 | -11 | 3
3 | COc1cccc2sc(N(CCCN(C)C)C(=O)c3ccc(S(=O)(=O)N4CCc5ccccc5C4)cc3)nc12 | 7 | -1 | 11 | i | 14 | 1 | -4 | 2 | 0 | -3
4 | CC(=O)c1ccc(N2CCN(CC(=O)NCc3ccccc3)CC2)cc1 | -5 | -5 | 0 | i | 47 | -13 | -2 | 0 | 3 | 3
5 | CCOc1ccc(NC(=O)NC2CCOC(C)(C)C2)cc1 (centres undefined) | -6 | -1 | -5 | i | 37 | -1 | -3 | 1 | -6 | 2
6 | CC1(C)Cc2c(sc(/N=C/N3CCCCC3)c2C#N)C(C)(C)N1 | 3 | 2 | 4 | i | 48 | 6 | 2 | 5 | 1 | 0
7 | CCOC(=O)C1CCN(C(=O)Cc2ccc(C)cc2)CC1 | 1 | -6 | 1 | i | 8 | 20 | -8 | 3 | 10 | -7
8 | Cc1ccc(/C([O-])=C(/C(=S)Nc2ccc(SC(F)F)cc2)[n+]2ccccc2)cc1[N+](=O)[O-] | 4 | 16 | -1 | i | 21 | -9 | 2 | 4 | -5 | 1
9 | CC1CCCN(CCCOc2ccccc2-c2ccccc2)C1 (centres undefined) | . | . | . | i | 12 | -8 | 2 | 2 | -5 | 5
10 | CCOC(=O)C1CCN(C(=O)Cn2cccc2C(=O)c2ccccc2)CC1 | -1 | -6 | -2 | i | 17 | 4 | -3 | 7 | -1 | 0
11 | CC(C)(C)c1ccc(C(=O)CS(=O)(=O)c2ccccc2)cc1 | 9 | -3 | 2 | i | 37 | 20 | -3 | -1 | 1 | 0
12 | CCn1c(-c2cccc(Cl)c2)n[nH]c1=S | -4 | 5 | 2 | i | -2 | 9 | 17 | -3 | -3 | 8
13 | COc1cccc(N2CCN(c3ccc4nnc(CCC(=O)Nc5ccccn5)n4n3)CC2)c1 | 0 | -2 | -1 | i | 15 | 16 | 9 | -6 | 1 | -3
14 | CCOc1ccc(N(CC(=O)NC2CCCC2)C(=O)CCCC(=O)Nc2ccccn2)cc1 | 2 | 12 | 1 | i | 24 | -5 | 3 | 0 | 6 | 1
15 | COc1ccc(C2CC(c3ccccc3)=NN2C(=O)COC(=O)COc2ccccc2)cc1 (centres undefined) | 1 | -2 | 3 | i | 16 | 16 | 1 | 0 | 0 | 1
16 | COC(c1ccccc1)c1nnc(CCC(=O)N(C)Cc2cccc(-n3cccn3)c2)o1 (centres undefined) | -8 | -9 | 0 | i | 8 | 12 | 1 | 3 | 10 | -2
17 | C/C(=N\NC(=O)COc1ccc(C#N)cc1)c1ccc(N2CCOCC2)cc1 | 3 | 32 | . | i | 19 | 5 | 14 | 4 | -7 | 1
18 | CC(C)OC(=O)CCC(=O)Nc1nc2ccccc2s1 | 7 | 12 | -4 | i | -37 | 17 | 7 | -5 | 14 | -3
19 | COc1ccc(NC(=O)COc2coc(CN3CCCc4ccccc43)cc2=O)cc1 | -1 | 19 | 2 | i | -6 | -10 | -7 | . | -3 | 1
20 | Cn1ccnc1SCc1ccc([N+](=O)[O-])cc1 | 6 | -35 | -1 | i | 19 | 0 | -8 | -3 | 9 | 2
21 | C=CCc1cc(C)ccc1OCCOCCn1ccnc1 | 1 | 2 | 0 | i | 21 | 2 | 2 | -3 | -13 | -2
22 | COC(=O)c1cc(OC)c(OC)cc1NCC(=O)Nc1ccc(OC)c(OC)c1 | 1 | 6 | 0 | i | 12 | 7 | -14 | 0 | 1 | -9
23 | CCOC(=O)C1(CC2CC2)CCN(Cc2cnc(N(C)C)s2)CC1 | -1 | -4 | 0 | i | 10 | -2 | -4 | 1 | -4 | 5
24 | O=C(NC1CCN(Cc2ccccc2)CC1)C1CCN(S(=O)(=O)c2cccc3cccnc23)CC1 | -2 | -7 | -2 | i | 16 | 3 | 21 | -2 | 0 | -3
25 | Cc1cc(N/N=C/c2ccccc2)nc(N)n1 | -5 | 13 | -4 | i | -33 | 4 | 1 | 0 | 1 | -1
26 | Cc1cc(C)cc(NS(=O)(=O)c2cc3[nH]c(=O)c(=O)[nH]c3cc2C)c1 | 3 | 5 | . | i | 10 | -5 | -2 | -3 | -7 | 4
27 | CC(=O)Nc1ccc(NC(=O)COC(=O)[C@@H](NC(=O)c2ccc(F)cc2)C(C)C)cc1 | -7 | -5 | 2 | i | 7 | 62* | 3 | 2 | 17 | -2
28 | O=C(Nc1ccc(Br)cc1)C1CC(c2c(F)cccc2Cl)=NO1 (centres undefined) | -5 | -2 | -2 | i | . | -6 | -3 | -1 | 6 | .
29 | Cc1cc(=O)n2c3c(sc2n1)C(=O)N(Cc1ccccc1)C3=O | 6 | . | -3 | i | 21 | -2 | 1 | 1 | -8 | -2
30 | CCCN1CCN(C(c2cc3cc4c(cc3[nH]c2=O)OCO4)c2nnnn2C(C)(C)C)CC1 (centres undefined) | -27 | -3 | -3 | i | 10 | 2 | -2 | 2 | -6 | 1

Part of the list above, with values under each structure:
Below each SMILES – HDAC3 inhib	DYRK1A inh	GSK3 alpha inh	PolyA inh	AI-2 QS modul	HSF1 activator	Platelet DG rel	HSP90 inh	HSF1 inh	GSK3B inh
19) COc1ccc(NC(=O)COc2coc(CN3CCCc4ccccc43)cc2=O)cc1
  -1	19	2	i	-6	-10	-7	.	-3	1
14) CCOc1ccc(N(CC(=O)NC2CCCC2)C(=O)CCCC(=O)Nc2ccccn2)cc1
  2	12	1	i	24	-5	3	0	6	1

Carrying on:
cpd | compound | HDAC3 inhib | DYRK1A inh | GSK3 alpha inh | PolyA inh | AI-2 QS modul | HSF1 activator | Platelet DG rel | HSP90 inh | HSF1 inh | GSK3B inh
31 | Cc1cc(-c2ccc(C)c(S(=O)(=O)NCC3CCN(Cc4ccc(F)cc4)CC3)c2)on1 | -6 | 1 | -3 | i | 16 | 1 | -6 | -8 | -4 | -2
32 | C/C(=N\NC(=O)c1cccnc1)c1cccc([N+](=O)[O-])c1 | 1 | . | 0 | i | 11 | -11 | 0 | -4 | 3 | 3
33 | COCCNC(=S)Nc1ccccn1 | 2 | 3 | 0 | i | 31 | 18 | -7 | -7 | -2 | 2
34 | CCCNS(=O)(=O)c1ccc(C(=O)NCC2CCCO2)cc1 (centres undefined) | -3 | . | -1 | i | 28 | -5 | -4 | 0 | -6 | -1
35 | CC(C)NC(=O)C(=O)NNC(=O)C12CC3CC(CC(C3)C1)C2 | -1 | -5 | 0 | i | 21 | -25 | 2 | 1 | -3 | 0
36 | O=C(Nc1cc(C(F)(F)F)ccc1N1CCOCC1)c1cn2ccccc2n1 | -2 | -4 | -1 | i | 11 | -6 | -6 | 2 | -4 | -2
37 | Cc1cc(NC(=O)C2CC(=O)N(c3cccc(C)c3C)C2)no1 (centres undefined) | -2 | 5 | -1 | i | 16 | 22 | 5 | -4 | -1 | -2
38 | O=C(NCCc1ccc(F)cc1)C(=O)Nc1cc2c3c(c1)CC(=O)N3CCC2 | 4 | . | 1 | i | -1 | -22 | -2 | . | -3 | 2
39 | C=C(C)c1cccc(C(C)(C)NC(=O)NCc2ccc(OC)c(OC)c2)c1 | 5 | . | -3 | i | 46 | 6 | -5 | -1 | 13 | 2
40 | Cc1cc(S(=O)(=O)N2CCN(c3ccccc3O)CC2)c(C)s1 | 1 | 4 | -1 | i | 20 | 2 | 0 | -2 | -10 | 4
41 | COc1ccc(N2CCN(C(=O)C3CC(=O)N(c4ccc(C)cc4)C3)CC2)cc1 (centres undefined) | -4 | 1 | 1 | i | 21 | 2 | 2 | -2 | 0 | -2
42 | CN(C)S(=O)(=O)c1ccc(S(=O)(=O)NCc2cccs2)cc1 | -2 | 8 | 0 | i | 16 | -9 | -19 | -3 | -5 | 1
43 | O=C(Nc1nccs1)c1csc2c1CCCC2 | 4 | 17 | 6 | i | -20 | 32 | 1 | 3 | 9 | 1
44 | Cc1onc(-c2ccccc2Cl)c1C(=O)Nc1ccc(-n2nncc2-c2ccco2)cc1 | 7 | -6 | -2 | i | . | 33 | 16 | 0 | 23 | .
45 | CCCNC(=O)NS(=O)(=O)c1cnccc1Sc1ccc(Cl)c(Cl)c1 | 3 | -1 | -6 | i | 27 | 14 | -5 | 2 | 5 | 3
46 | CCNC(=O)CN(Cc1ccccc1)S(=O)(=O)c1ccccc1 | -1 | -2 | -1 | i | -4 | 25 | 1 | -1 | 3 | -19
47 | CC(C)c1nnc(SCC(=O)N2CCOCC2)n1C | 0 | 0 | -2 | i | 24 | 4 | -2 | -3 | 13 | 2
48 | C=CCn1c(SCC(=O)c2cc(C)n(Cc3cccs3)c2C)nnc1-c1ccncc1 | 2 | 9 | -1 | i | -5 | -4 | 6 | 8 | -2 | -3
49 | O=C(O)c1cc2[nH]c3c(c2cc1Cl)CCCC3 | -7 | 10 | -2 | i | 26 | -5 | -6 | 0 | -8 | -2
50 | COc1ccc(NC(=O)Cn2c(=O)n(CC(=O)NCc3ccco3)c(=O)c3ccccc32)cc1 | ? | -3 | -1 | i | 22 | 1 | 5 | 1 | 5 | 6
51 | CC(=O)C1=NOC2C(=O)N(c3ccccc3)C(=O)C12 (centres undefined) | -4 | -3 | -2 | i | 15 | 15 | 4 | 0 | -10 | 0
52 | CC1=C(C(=O)OC2CCCCC2)C(c2ccccc2)NC(=O)N1 (centres undefined) | -7 | 5 | -2 | i | -11 | 8 | 3 | 5 | 2 | 3
53 | Cc1nc(Cl)c(C(=O)NCCc2ccccc2)c(C)c1[N+](=O)[O-] | -1 | -1 | -2 | i | 18 | 2 | 5 | -5 | 4 | 0
54 | COc1cc(NC(=O)C2CCCN(S(=O)(=O)c3ccc4c(c3)oc(=O)n4C)C2)cc(OC)c1 (centres undefined) | -1 | -4 | 0 | i | 11 | 3 | -5 | 2 | 7 | 2
55 | Cc1cc(C)n(/N=C\c2c(O)ccc3ccccc23)c(=O)c1C(N)=O | 8 | 1 | 0 | i | 16 | -4 | -2 | 7 | -5 | 0

An excerpt. The share of hits here may be higher or lower than overall.
